Screening results as filed in PubChem BioAssay.
BAZ2B inh = qHTS Assay for Inhibitors of BAZ2B; Bromodomain adjacent to zinc finger domain protein 2B (Homo sapiens), Q9UIF8; Potency, µM (titrated, usually from 114 µM), for inactives: at the highest dose activity change, negative = inhibition, actives largely listed as inhibitors; AID 504333, 2011; actives 4.4% (n = 360,000); AlphaScreen BAZ2B-H3K14Ac peptide displacement; further: potency means the concentration at half of the fitted maximal effect; on the % scale 0 is the no-effect control and ±100 the full control effect; nearly all actives have a fitted effect of over 60% in size
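In this displacement format the biotinylated H3(5-23) peptide acetylated at Lys14 serves as ligand at 50 nM, with BAZ2B at 50 nM in PBS pH 7.4 containing 0.01% Tween-20. Donor and acceptor beads are 10 ug/mL final.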
ERG Ets-DNA blk = qHTS for Small Molecule Inhibitors of the ERG Ets/DNA interaction; fluorescence polarization, His-ERG Ets domain / labelled DNA; Potency, µM (highest dose often 76.9 µM), without a hit: at the highest dose FP activity, negative = inhibition, actives largely listed as inhibitors; actives 0.028% (n = 370,000); AID 624246, 2012; active means well fitted inhibition curve with a large enough effect in the polarisation, with a control signal flat; inconclusive means small, poorly fitted or top-dose-only effect, or effect the other way, or a change in a side signal; inactive means no such curve, though single readings can be large or run the other way; the % refers to the polarisation;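 further: polarization taken with two DNA probes labelled with fluorescein and Texas red; potency means the concentration at half of the fitted maximal effect; % of control where 0% means no effect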
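His-tagged ERG Ets domain (1 uM in the protein solution; 300mM KCl, 50mM Tris-HCl, 1mM EDTA, 1mM DTT, pH 7.5) received compound, then a probe mix of 5 nM fluorescein-DNA and 100nM Texas-615-DNA. Fluorescence polarization was read for both dyes.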
JMJD2A Tudor = qHTS Assay for Inhibitors of JMJD2A-Tudor Domain | Lysine-specific demethylase 4A (Homo sapiens), O75164 | AlphaScreen JMJD2A-Tudor / H3K4me3 peptide binding | Potency, µM (highest dose often 114 µM), for inactives: top-dose activity change, negative = inhibition, hits mostly inhibitors | actives 4.4% (n = 390,000) | AID 504339, 2011; further: potency means the concentration at half of the fitted maximal effect; on the % scale 0 is the no-effect control and ±100 the full control effect; nearly all actives have a fitted effect of over 50% in size
HP1b chromo inh = HTS for Inhibitors of HP1-beta Chromodomain Interactions with Methylated Histone Tails; Chromobox protein homolog 1 (Homo sapiens), P83916; AlphaScreen HP1-beta / biotin-H3K9me3 peptide binding; Potency, µM (highest dose often 114 µM), for the others: top-dose activity change, negative = inhibition, hits mostly inhibitors; actives 0.56% (n = 390,000); AID 540317, 2011; further: potency means the concentration at half of the fitted maximal effect; nearly all actives have a fitted effect of over 70% in size; inactives centre near 23
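HP1-beta protein (50 nM final) preincubated 30 min at room temperature with biotinylated H3(1-18)K9me3 peptide (50 nM) in PBS pH 7.4, 0.01% Tween-20, then compound added for 30 min. AlphaScreen streptavidin donor/nickel chelate acceptor beads (10 ug/mL final), 30 min dark, luminescence read.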
PI4K2A block = qHTS for small molecular inhibitors of PI4K2A. AID 1346378, 2018. actives 0.13% (n = 420,000). Phosphatidylinositol 4-kinase type 2-alpha (Homo sapiens), Q9BTU6. purified PI4K2A, ADP-Glo luminescence, 1 h; stronger effect = lower value. activity change, negative = inhibition, % at 76.9 µM; in the data active means activity change below about -50%; inconclusive means mostly about -30% to -49%;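 further: -100% = wells without enzyme as full effect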
Target sequence (Q9BTU6 whole entry, looked up): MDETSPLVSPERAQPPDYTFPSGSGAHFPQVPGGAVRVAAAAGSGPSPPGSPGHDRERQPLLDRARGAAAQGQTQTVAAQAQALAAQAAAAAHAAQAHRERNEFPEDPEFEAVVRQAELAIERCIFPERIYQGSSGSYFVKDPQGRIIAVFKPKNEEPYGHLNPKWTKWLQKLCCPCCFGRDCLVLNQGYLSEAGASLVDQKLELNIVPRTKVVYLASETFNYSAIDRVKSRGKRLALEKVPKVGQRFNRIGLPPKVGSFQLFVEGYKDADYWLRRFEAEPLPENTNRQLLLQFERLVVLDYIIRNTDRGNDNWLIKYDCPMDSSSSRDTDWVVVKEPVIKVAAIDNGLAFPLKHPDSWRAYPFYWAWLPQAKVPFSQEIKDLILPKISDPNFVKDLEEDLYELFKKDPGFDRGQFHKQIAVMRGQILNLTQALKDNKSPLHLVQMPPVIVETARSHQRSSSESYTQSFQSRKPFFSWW
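Compounds are screened against recombinant PI4K2A using PI as substrate and ATP, the latter dispensed at 300 microM. Reactions run one hour at ambient temperature before ADP-Glo detection; full inhibition defined by wells lacking enzyme.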
Tb PGK inh = qHTS Assay to Find Inhibitors of Phosphoglycerate Kinase; Potency, µM (doses to about 57.5 µM), inactives show top-dose activity change, negative = inhibition, actives largely listed as inhibitors; PGK/GAPDH coupled, Kinase-Glo luminescence, 60 min; AID 602233, 2012; actives 0.043% (n = 380,000); Phosphoglycerate kinase, glycosomal (Trypanosoma brucei brucei), P07378; further: potency means the concentration at half of the fitted maximal effect; on the % scale 0 is the no-effect control and ±100 the full control effect; nearly all actives have a fitted effect of over 60% in size
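Recombinant glycosomal PGK reaction used 1,3-bisphosphoglycerate generated in-well by GAPDH (100nM final) in 100mM TEA pH 7.6, 5mM MgCl2, 0.01% Tween-20. After 60 minutes at room temperature, ATP was read by Kinase-Glo Plus luminescence end-point.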
GLS inh = qHTS for Inhibitors of Glutaminase (GLS); Potency, µM (doses to about 45.5 µM), without a hit: top-dose activity change, negative = inhibition, hits mostly inhibitors; GLS enzymatic activity, qHTS titration; Glutaminase kidney isoform, mitochondrial (Homo sapiens), O94925; actives 0.21% (n = 410,000); further: potency means the concentration at half of the fitted maximal effect; on the % scale 0 is the no-effect control and ±100 the full control effect
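Read-out is an Amplex red fluorescence increase coupled through glutamate oxidase and HRP, measured before and after 30 min room-temperature incubation. hKGA is in 45 mM KH2PO4 (pH 8.2) with 0.02% Tween-20; glutamine added as 1mM solution.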
G9a block = qHTS Assay for Inhibitors of Histone Lysine Methyltransferase G9a; actives 8.8% (n = 350,000); Histone-lysine N-methyltransferase EHMT2 (Homo sapiens), Q96KQ7; AID 504332, 2011; Potency, µM (top dose mostly 102 µM), without a hit: at the highest dose activity, negative = inhibition, hits mostly inhibitors; G9a H3K9 monomethylation, AlphaScreen, 2 h; further: potency means the concentration at half of the fitted maximal effect; on the % scale 0 is the no-effect control and ±100 the full control effect; nearly all actives have a fitted effect of over 75% in size
Target sequence (Q96KQ7 913-1193 limits assumed): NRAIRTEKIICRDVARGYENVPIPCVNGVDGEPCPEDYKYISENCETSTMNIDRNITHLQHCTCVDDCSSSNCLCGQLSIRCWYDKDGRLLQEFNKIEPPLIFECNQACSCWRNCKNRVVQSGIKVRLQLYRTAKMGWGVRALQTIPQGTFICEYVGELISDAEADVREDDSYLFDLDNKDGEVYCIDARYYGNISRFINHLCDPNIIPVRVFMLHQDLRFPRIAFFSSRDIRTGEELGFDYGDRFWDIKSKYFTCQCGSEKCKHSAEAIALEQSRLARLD
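Signal arises when biotinylated H3K9 peptide, once monomethylated, bridges streptavidin donor and antibody-captured acceptor beads. Enzyme at 20 nM was preincubated 15 min with test compounds; peptide 500 nM and SAM 20 uM then reacted for 2 h.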
Pin1 inhibitor = qHTS Assay to Find Inhibitors of Pin1 | actives 0.009% (n = 390,000) | Potency, µM (titrated, usually from 115 µM), without a hit: at the top dose activity, negative = inhibition, hits mostly inhibitors | Peptidyl-prolyl cis-trans isomerase NIMA-interacting 1 (Homo sapiens), Q13526 | AID 504891, 2011 | Pin1 FP peptide displacement, HiFluor488, 10 min; active means well fitted inhibition curve with a large enough effect in the polarisation, with a control signal flat, not every such curve was filed as active; inconclusive means small, poorly fitted or top-dose-only effect, or effect the other way, or a change in a side signal; inactive means no such curve, though single readings can be large or run the other way; the % refers to the polarisation; further: potency means the concentration at half of the fitted maximal effect; on the % scale 0 is the no-effect control and ±100 the full control effect
Target sequence (Q13526 whole entry, looked up): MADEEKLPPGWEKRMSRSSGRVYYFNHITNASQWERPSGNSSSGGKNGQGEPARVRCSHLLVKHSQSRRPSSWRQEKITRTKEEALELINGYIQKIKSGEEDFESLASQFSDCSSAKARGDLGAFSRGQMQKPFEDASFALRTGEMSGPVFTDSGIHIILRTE
Active calls of the source: *; i = inactive; ? = inconclusive; . = no result given; [ ] = remark or other dose. Unless noted, the call rests on the fitted dose curve; in most records, active means well fitted curve in the direction sought with a large enough effect; inconclusive means small, poorly fitted or top-dose-only effect, or another doubt; inactive means no such curve, though single readings can be large; an effect the other way counts as inactive or inconclusive.

Results follow in this order: BAZ2B inh	ERG Ets-DNA blk	JMJD2A Tudor	HP1b chromo inh	PI4K2A block	Tb PGK inh	GLS inh	G9a block	Pin1 inhibitor
(1) CC(=O)N1C(=O)N(C(C)=O)C2C1N(C)C(=O)N2C(C)=O (stereo unspecified)
  -2%	8%	-10%	23%	0	-12%	1%	15%	-5%
(2) O=[N+]([O-])c1cc(S(=O)(=O)Nc2ccccc2)ccc1NCc1ccccc1
  ?	-4%	?	-33%	-4	i	5%	?	7%
(3) Cc1c2cnn(-c3ccccc3)c(=O)c2c(C)n1CC(=O)NCc1ccccc1Br
  0%	-1%	5%	31%	4	.	-4%	5%[59 µM]	-1%
(4) O=C(CNC(=O)C1CCCC1)Nc1ccccc1Br
  9%	.	4%	25%	4	3%	-14%	19%[59 µM]	3%
(5) Cc1ccc2onc(CC(=O)O)c2c1
  -18%	1%	-9%	22%	1	6%	16%	1%[59 µM]	-3%
(6) CC(=O)N1CN(CCCn2ccnc2)Cc2c1sc1c2CCCC1
  ?	-1%	-20%[11.4 µM]	40%[activator]	0	-6%	0%	-8%[2.33 µM]	-8%
(7) O=C(NCCc1ccc(Cl)cc1)C1CCN(S(=O)(=O)c2cccs2)CC1
  8%	-11%	-7%	34%	4	0%	-4%	17%[12.7 µM]	1%
(8) O=C(CSc1ccc(Br)cc1)NCC(c1cccs1)N1CCOCC1 (stereo unspecified)
  -4%	1%	-6%	36%	-1	1%	24%	-27%	-5%
(9) O=C(CS(=O)(=O)c1ccccc1Cl)N1CCOCC1
  -14%	11%	-8%	30%	4	-6%	-14%	45%	10%
(10) COc1ccccc1C(=O)N/C(=C/c1ccco1)C(=O)Nc1cccc(C(=O)O)c1
  ?	25%	79µM*	4%	-6	-1%	46%[activator]	?	?
(11) COC(=O)N(C)c1ccccc1C(=O)N1CCOCC1
  2%	5%	-8%	54%[activator]	4	i	-3%	-50%	2%
(12) O=C(Nc1cccc(Cl)c1)c1cc(-c2ccccc2)on1
  2%	5%	-1%	35%	-1	7%	-2%	4%[59 µM]	3%
(13) Cc1ccc(-n2nc(C)c(C3(O)C(=O)N(C(C)C)c4ccccc43)c2N)cc1 (stereo unspecified)
  4%	-5%	-6%	24%	0	2%	17%	27%[59 µM]	-4%
(14) CCOc1ccc(-c2c(C(=O)N/N=C(\C)c3ccco3)nnn2-c2nonc2N)cc1
  -8%[57.1 µM]	9%	-14%	70%[activator]	-5	-5%	1%	39%	-12%
(15) Cc1ccc(S(=O)(=O)N2CCN(c3ccc(S(=O)(=O)N4CCOCC4)cn3)CC2)cc1
  3%	-3%	-16%	6%	-3	-3%	4%	3%	4%
(16) CCOC(=O)COc1cc(-n2c(=S)[nH]c3cc(OC)c(OC)cc3c2=O)c(Cl)cc1Cl
  -19%	1%	?	-7%	1	i	2%	-2%	46%[activator]
(17) CS(=O)(=O)N1CCN(Cc2ccc([N+](=O)[O-])cc2)CC1
  -3%	-14%	2%	38%	3	-2%	-14%	3%	3%
(18) O=C(NC1CCCCC1)c1ccc2c(c1)OCCO2
  2%	-1%	-7%	12%	2	0%	-6%	-17%	7%
(19) COc1cccc(OCCn2cc(C=O)c3ccccc32)c1
  5%	-6%	1%	42%[activator]	0	6%	6%	-3%[0.501 µM]	-2%
(20) CC1CCN(S(=O)(=O)c2ccc(NC(=O)c3ccco3)cc2)CC1
  -3%	11%	2%	34%	-4	-1%	-13%	1%	-1%
(21) O=C(NCc1ccco1)c1cc([N+](=O)[O-])ccc1N1CCOCC1
  79µM*	-8%	6%	35%	-6	-3%	0%	10µM*	-2%
(22) Cc1ccc(CN2CCN(C3CCC3)CC2CCO)cc1 (stereo unspecified)
  -3%	-2%	-9%	27%	3	7%	19%	?	3%
(23) COc1cc2c(cc1OC)C(C(=O)N1CCCCC1)C(c1ccccc1F)N(C)C2=O (stereo unspecified)
  7%	-2%	4%	52%[activator]	4	4%	-9%	29%[59 µM]	1%
(24) COc1cccc(OC)c1C(=O)Nc1sc2c(c1C(N)=O)CCN(Cc1ccccc1)C2
  -32%	8%	-31%	16%	-2	-2%	19%	79µM*	?
(25) CC1CCCN(c2nc3ccsc3c(=O)s2)C1 (stereo unspecified)
  264%[activator]	-2%	171%[activator]	195%	2	-1%	2%	57%[activator][12.7 µM]	8%
(26) Cc1c2c(nc3ccccc13)OCC2
  24%	1%	-17%	8%	6	-6%	5%	79µM*	-3%
(27) CN(C)CCCN1C(=O)C(O)=C(C(=O)c2cc3ccccc3o2)C1c1ccccn1 (stereo unspecified)
  .	6%	?	25%	-4	-1%	25%	.	-9%
(28) Cc1cccc(-c2n[nH]c(=S)n2/N=C/c2cccs2)c1
  -26%	1%	22µM*	9%	-5	-1%	-29%	0.71µM*	-1%
(29) Cc1nc(-c2ccccn2)sc1C(=O)Nc1ccc(F)cc1
  4%	0%	-18%	0%	-7	-16%	1%	-7%[59 µM]	-1%
(30) CN(C)S(=O)(=O)c1ccc(NC(=O)CSc2nnnn2C)cc1
  -17%	3%	-14%	14%	5	-2%	-5%	32µM*	5%
(31) Cc1c(C(=O)NCCc2ccccc2)oc2ccc(S(=O)(=O)N3CCC4(CC3)OCCO4)cc12
  -9%	-8%	-14%	36%	-1	-8%	-2%	34%[0.501 µM]	8%
(32) O/N=C/c1ccccc1OCc1ccc(Cl)cc1
  7%	1%	17%	63%	9	4%	36%	-4%	?
(33) CCOc1cc(/C=N/NC(=O)c2ccc(CN3CCOCC3)cc2)ccc1OCc1ccccc1
  -30%	0%	-2%	35%	1	-9%	-3%	18%[59 µM]	3%
(34) CCOc1ccc(S(=O)(=O)Nc2cccc(C(=O)N3CCN(c4ccc(OC)cc4)CC3)c2)cc1
  ?	4%	?	-12%	9	i	38%[activator]	11µM*	-5%
(35) COc1ccc(OC)c(NC(=O)c2csc(Cl)c2OC)c1
  4%	10%	-8%	40%[activator]	-7	-10%	2%	18%	-3%
(36) Cc1nc(Nc2cccc(C(F)(F)F)c2)nc2c1C(=O)CC(C)C2 (stereo unspecified)
  1%	2%	-6%	18%	-3	-10%	-3%	10%[12.7 µM]	1%
(37) Cc1ccc(NC(=O)c2ccc(S(=O)(=O)Nc3c(C)n(C)n(-c4ccccc4)c3=O)cc2)nc1
  -1%	-1%	-3%	7%	3	-2%	-21%	10%[0.501 µM]	1%
(38) Cc1cccc(C)c1NC(=O)C(NC(=O)c1ccccn1)c1ccccc1[N+](=O)[O-] (stereo unspecified)
  -11%	2%	-28%	41%[activator]	-6	.	-2%	-2%[59 µM]	-7%
(39) O=C(N/N=C/c1cccnc1)C1CC1(c1ccccc1)c1ccccc1 (stereo unspecified)
  -22%	2%	-21%	9%	-3	-4%	-2%	26%[59 µM]	1%
(40) CC(C)(C)NCC(=O)c1c[nH]c2ccccc12
  -34%	1%	-1%	51%[activator]	-3	0%	-12%	?	-9%
(41) O=S(=O)(N1CCOCC1)N1CCN(c2ccc(F)cc2)CC1
  -34%	.	-32%	5%	-4	-2%	46%[activator]	-11%	-7%

A different layout for some results above:
35. COc1ccc(OC)c(NC(=O)c2csc(Cl)c2OC)c1
  BAZ2B inh: 4%
  ERG Ets-DNA blk: 10%
  JMJD2A Tudor: -8%
  HP1b chromo inh: 40%[activator]
  PI4K2A block: -7
  Tb PGK inh: -10%
  GLS inh: 2%
  G9a block: 18%
  Pin1 inhibitor: -3%

27. CN(C)CCCN1C(=O)C(O)=C(C(=O)c2cc3ccccc3o2)C1c1ccccn1 (stereo unspecified)
  BAZ2B inh: .
  ERG Ets-DNA blk: 6%
  JMJD2A Tudor: ?
  HP1b chromo inh: 25%
  PI4K2A block: -4
  Tb PGK inh: -1%
  GLS inh: 25%
  G9a block: .
  Pin1 inhibitor: -9%

21. O=C(NCc1ccco1)c1cc([N+](=O)[O-])ccc1N1CCOCC1
  BAZ2B inh: 79µM*
  ERG Ets-DNA blk: -8%
  JMJD2A Tudor: 6%
  HP1b chromo inh: 35%
  PI4K2A block: -6
  Tb PGK inh: -3%
  GLS inh: 0%
  G9a block: 10µM*
  Pin1 inhibitor: -2%
